Source: PubChem (National Center for Advancing Translational Sciences (NCATS))
RXFP1 antagonist – qHTS Assay for Antagonists of the Relaxin Receptor RXFP1; HEK293-RXFP1, relaxin-stimulated cAMP HTRF, 30 min; stronger effect = lower value; activity change, negative = inhibition, % at 57.5 µM; 350,000 tested, 0.59% active;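 active = activity change of -60% or lower, but not beyond a set lower limit; inconclusive = change between -60% and -40%, or beyond the set limit; inactive = change above -40%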; note: % is set by controls: 0 for no effect and ±100 for the full control effect
D2 PAM – HTS Assay for Positive Allosteric Modulators of the Human D2 Dopamine Receptor: Primary Screen for Potentiators. HEK293 T-REx D2, calcium flux, EC20 dopamine potentiation. potentiation, % at 10 µM. 340,000 tested, 0.34% active. AID 485347, 2010;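 active = potentiation over 3 SD above the plate norm, cut at about 30% in these data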; note: 0% is about no effect
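Potentiation of an EC20 dopamine calcium response is measured in a force-coupled, tetracycline-inducible Hek293 Trex D2 line. Compound-only kinetic reads over 180 s flag agonists before dopamine addition.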
Vif-APOBEC3F blk – qHTS for Inhibitors of Vif-A3F Interactions: qHTS | AID 602313, 2012 | HeLa A3F-eYFP + Vif (tagged APOBEC3F with the HIV-1 protein that degrades it), YFP fluorescence increase | 390,000 tested, 0.2% active | Potency, µM (top dose mostly 46.1 µM), for inactives: at the highest dose activity, negative = active; note: potency is the fitted concentration of half-maximal effect; % of control where 0% means no effect; nearly all actives have a fitted effect of over 65% in size
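HeLa cells stably expressing A3F-eYFP plus Vif, plated and incubated overnight at 37 deg C, then exposed to compounds overnight at 37 deg C. Blocked degradation read as raised yellow fluorescence (Ex 488/Em 500-530).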
D1 antagonist – Antagonist of Human D 1 Dopamine Receptor: qHTS. AID 504652, 2011. HEK293 TREx D1 cells, calcium flux, dopamine EC80; stronger effect = lower value. 360,000 tested, 3.2% active. activity change, negative = inhibition, % at 10 µM; in the data active = activity change below about -30%; note: % is set by controls: 0 for no effect and ±100 for the full control effect
Target sequence (P21728 whole entry, looked up): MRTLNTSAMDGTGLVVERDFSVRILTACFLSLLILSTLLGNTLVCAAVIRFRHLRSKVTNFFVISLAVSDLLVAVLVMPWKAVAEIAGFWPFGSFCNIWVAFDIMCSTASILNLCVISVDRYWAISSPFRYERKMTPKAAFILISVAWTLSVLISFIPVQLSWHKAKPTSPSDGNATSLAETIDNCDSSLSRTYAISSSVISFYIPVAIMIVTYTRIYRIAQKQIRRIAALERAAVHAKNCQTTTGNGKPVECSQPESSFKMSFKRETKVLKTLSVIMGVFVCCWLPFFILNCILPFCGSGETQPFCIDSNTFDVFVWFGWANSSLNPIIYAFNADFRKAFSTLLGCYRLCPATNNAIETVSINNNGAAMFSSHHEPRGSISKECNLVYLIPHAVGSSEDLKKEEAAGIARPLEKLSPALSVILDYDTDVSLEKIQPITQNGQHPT
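Tetracycline-induced HEK293 Trex D1 cells, force-coupled to calcium, dye-loaded; compounds added and read 180 s, then EC80 dopamine added and calcium flux tracked kinetically another 180 s.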
Vif-A3G inh – qHTS for Inhibitors of Vif-A3G Interactions: qHTS | DNA dC->dU-editing enzyme APOBEC-3G (Homo sapiens), Q9HC16 | 410,000 tested, 0.076% active | Potency, µM (titrated, usually from 46.1 µM), for the others: top-dose activity, negative = active, usual class: inhibitors | AID 602310, 2012 | HeLa A3G-eYFP + Vif (tagged APOBEC3G with the HIV-1 protein that degrades it), YFP fluorescence, overnight;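 note: potency is the fitted concentration of half-maximal effect; % is set by controls: 0 for no effect and ±100 for the full control effect; nearly all actives have a fitted effect of over 60% in size; hits raise eYFP signal because A3G escapes Vif-driven loss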
Target sequence (Q9HC16 whole entry, looked up): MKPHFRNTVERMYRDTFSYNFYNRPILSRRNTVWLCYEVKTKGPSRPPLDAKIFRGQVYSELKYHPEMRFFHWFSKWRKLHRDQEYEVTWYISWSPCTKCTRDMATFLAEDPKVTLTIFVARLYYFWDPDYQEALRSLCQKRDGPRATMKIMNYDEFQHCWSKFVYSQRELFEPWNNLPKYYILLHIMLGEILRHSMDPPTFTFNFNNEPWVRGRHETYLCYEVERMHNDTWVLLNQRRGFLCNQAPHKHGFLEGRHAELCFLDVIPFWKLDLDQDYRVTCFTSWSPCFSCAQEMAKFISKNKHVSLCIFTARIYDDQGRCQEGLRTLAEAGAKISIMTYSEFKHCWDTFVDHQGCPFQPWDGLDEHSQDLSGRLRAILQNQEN
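Read-out is eYFP fluorescence (Ex 488/Em 500-530) from Vif-expressing HeLa A3G-eYFP cells; more signal means A3G escaped Vif-mediated degradation. Cells plated overnight, compound pinned in, incubated overnight at 37 deg C.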
Glioma ERSR ind – qHTS for Inducers of the Endoplasmic Reticulum Stress Response (ERSR) in Human Glioma: qHTS; 420,000 tested, 0.02% active; U87-MG GRP78 promoter luciferase reporter, 16 h; Potency, µM, for inactives: at the top dose activation, usual class: activators; AID 602332, 2012; note: potency is the fitted concentration of half-maximal effect; series mostly up to about 76 µM; % of control where 0% means no effect; nearly all actives have a fitted effect of over 35% in size
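ERSR induction read as luciferase luminescence (Bright-Glo, 10 min at room temperature) in stably transfected human U87-MG glioma cells exposed to compounds for 16 h, using GRP78 as sensor.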
D1 ag – Allosteric Agonists of the Human D1 Dopamine Receptor: qHTS | HEK293 T-REx D1 cells, calcium flux, agonist mode | activation, % at 2 µM | 360,000 tested, 1% active; in the data active = activation above about 30%; note: 0% is about no effect
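Inducible HEK293 T-REx D1 cells, force-coupled to calcium signalling, were plated at 4000 cells/well with tetracycline and held overnight at 30 C. After no-wash calcium dye loading, compound-evoked calcium rise over 180 s flagged agonists.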
RXFP1 ag – qHTS Assay for Agonists of the Relaxin Receptor RXFP1; HEK293T-RXFP1 cAMP TR-FRET, 30 min; response scale: percent of porcine relaxin response, buffer zero; Relaxin receptor 1 (Homo sapiens), Q9HBX9; Potency, µM (highest dose often 57.5 µM), for the others: at the highest dose activation, usual class: activators; 370,000 tested, 0.3% active; note: potency is the fitted concentration of half-maximal effect; % is set by controls: 0 for no effect and ±100 for the full control effect; nearly all actives have a fitted effect of over 60% in size; many of its hits are not listed in these tables
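HEK293T cells stably expressing RXFP1 were pretreated with the PDE4 inhibitor Ro 20174, exposed to compounds for 30 min at 37C, lysed, and cAMP was read by TR-FRET. Data normalized to buffer (basal) and 29 nM porcine relaxin (100%).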
D1 potentiator – Potentiators of Human D1 Dopamine Receptor: qHTS. AID 504651, 2011. potentiation, % at 10 µM. D(1A) dopamine receptor (Homo sapiens), P21728. 360,000 tested, 0.036% active. HEK293 TREx D1 cells, calcium flux, dopamine EC20 potentiation; in the data active = potentiation above about 30%; note: 0% is about no effect
* = called active by the depositor; ? = inconclusive; . = no result given. Unless noted, calls come from the whole dose curve; as a rule, active = well fitted curve in the direction sought with a large enough effect; inconclusive = small, poorly fitted or top-dose-only effect, or another doubt; inactive = no such curve, though single readings can be large; an effect the other way counts as inactive or inconclusive.

No.	Compound	RXFP1 antagonist	D2 PAM	Vif-APOBEC3F blk	D1 antagonist	Vif-A3G inh	Glioma ERSR ind	D1 ag	RXFP1 ag	D1 potentiator
1	Nc1cnccc1C(=O)O	-2	-12	-9%	-3	-1%	-4%	32*	5.9%	6
2	C=CCNC(=S)N/N=C(\C)c1cc(OC)c(OC)c(OC)c1	5	16	0%	0	2%	5%	2	-0.6%	-7
3	COc1cc(NC(=O)c2c(C)oc3c2C2=NCCN2C=N3)cc(OC)c1OC	.	24	2%	2	4%	-3%	1	-0.7%	-8
4	Cc1nn(CC(C)C)c(Cl)c1C(=O)N(c1ccc(Cl)cc1F)S(C)(=O)=O	-22	-9	0%	-15	0%	5%	0	-0.3%	-2
5	COC(=O)c1ccc2c(c1)nc(C)n2CCO	-2	-6	-17%	7	1%	-5%	2	-0.5%	-6
6	CCOc1ccc(NS(=O)(=O)c2ccc(N)cc2)cc1	14	-6	-3%	0	0%	-4%	2	-2.9%	1
7	Cc1c(C(=O)Nc2ccc(N3CCOCC3)cc2)oc2ccccc12	-10	9	0%	-2	-7%	7%	-1	0.1%	-1
8	Cc1ccc(OCC(=O)Nc2ccccc2C(=O)N2CCCCC2)cc1	6	-12	-1%	1	5%	-8%	1	6.3%	2
9	CCC(c1nnnn1C1CCCC1)N1CCN(c2ccccc2)CC1 (centres undefined)	-8	.	3%	-2	-1%	-3%	1	-0.2%	-4
10	CCOC(=O)N(C)C[C@@H]1OCc2cn(nn2)CCCC(=O)N([C@@H](C)CO)C[C@H]1C	8	.	3%	.	-5%	-1%	.	.	.
11	COc1ccccc1C(=O)NC(C)c1ccccc1 (centres undefined)	-7	-1	-3%	-22	2%	-2%	3	0.3%	-19
12	Cc1cc2ncc(-c3ncc(C(F)(F)F)cc3Cl)cn2n1	12	4	1%	0	0%	-12%	2	0.7%	-5
13	O=C(Nc1cccc(-c2nc3ccccc3s2)c1)c1cc(-n2cnnc2)ccc1Cl	.	-2	0%	-6	-20%	-3%	3	2.5%	-5
14	CC(OC(=O)c1ccc2c(=O)n3c(nc2c1)CCC3)C(=O)Nc1ccc(C(N)=O)cc1 (centres undefined)	7	-4	-9%	8	-3%	-6%	2	3.0%	1
15	N/C(=N\OC(=O)CN1C(=O)c2ccccc2C1=O)c1ccc(Cl)cc1	4	.	-1%	.	0%	11%	2	1.3%	-6
16	O=C(NC(=S)Nc1ccccc1N1CCCC1)c1ccccc1[N+](=O)[O-]	13	0	4%	-6	-2%	-2%	1	0.6%	2
17	Cc1ccc(N2CCN(C(=O)NCc3noc4ccc(C)cc34)CC2)c(C)c1	-30	2	8%	-4	0%	2%	2	1.1%	-4
18	COc1ccc(C(C)=O)cc1COC(=O)c1cc(=O)c2ccccc2o1	11	1	-5%	4	-3%	-2%	2	4.1%	-1
19	CCN(C(=O)c1cc(Cl)ccc1OC)C1CCCCC1	-1	0	-8%	4	1%	0%	-1	1.6%	-7
20	CCOC(=O)c1nn(-c2ccc(F)cc2)cc1O	-25	-3	6%	9	0%	2%	5	0.9%	-2
21	CCc1nc2ccccc2c(C(=O)OCC(=O)NCc2ccc3c(c2)OCO3)c1C	-9	2	-14%	0	-5%	-2%	6	5.4%	-5
22	C/C(CC(=O)Nc1cc(Cl)ccc1C)=N\NC(=O)C(=O)N1CCCC1	-5	16	-7%	-22	0%	-1%	12	-1.0%	6
23	Cc1ccc2nc3sc(C(=O)Nc4c(C)[nH]c(=O)[nH]c4=O)c(N)c3cc2c1	-7	6	?	3	?	-2%	3	-0.7%	-8
24	CC1=C(C(N)=O)C(c2ccco2)C(C(N)=O)=C(C)N1	4	3	2%	-7	-2%	-1%	0	2.0%	5
25	COCCCNc1nc2c(c(=O)[nH]c(=O)n2C)n1CCCc1ccccc1	4	-3	-2%	-2	-2%	-6%	1	0.1%	-3
26	CCCCn1cnc2c(c(CC#N)nn2-c2ccccc2)c1=N	-3	.	-11%	.	-2%	2%	.	.	.
27	COC(=O)c1ccc(NC(=O)CCN2C(=O)NC(C)(C)C2=O)cc1	-4	-9	2%	-4	5%	1%	3	-0.4%	-2
28	Cc1ccc(-n2ccnc(NCCc3ccccc3)c2=O)cc1C	.	13	-1%	5	1%	0%	6	-0.3%	-3
29	COc1cc(C(c2c(C)[nH][nH]c2=O)c2c(C)[nH][nH]c2=O)cc(Cl)c1O	8	4	2%	-7	0%	-5%	1	3.2%	-6
30	CCCc1ccc(OC(=O)c2cccs2)cc1	-14	5	-13%	4	0%	-3%	-1	0.4%	6
31	Cc1ccc2c(C)c(C(=O)N3CCN(Cc4ccccn4)CC3)oc2c1C	-6	-10	3%	-12	-6%	1%	2	4.4%	-4
32	COc1ccccc1N1CCN(C(=O)c2c(C)cc(=O)oc2C)CC1	7	13	0%	-5	-1%	-3%	3	-1.4%	5
33	CCOC(=O)C1=C(C)NC2=C(C(=O)C(C(=O)OCC)C(c3ccco3)C2)C1c1ccccn1 (centres undefined)	-4	-1	-1%	-15	0%	-3%	-2	0.5%	1
34	COc1ccc(NC(=O)CSc2nnnn2C2CCCCC2)cc1	-78*	.	2%	4	2%	-2%	0	-2.2%	-7
35	Cc1cccc(CCNS(=O)(=O)c2ccc3c(c2)NC(=O)CO3)c1	8	6	5%	-4	2%	-4%	2	4.6%	-1
36	O=C(CCC1N=C2c3ccccc3N=C(SCc3cccc(F)c3)N2C1=O)NCCc1ccccc1 (centres undefined)	-17	5	-5%	-7	-2%	-4%	4	5.9%	-4
37	CC(C)C(C(=O)Nc1nccs1)N1C(=O)c2ccccc2C1=O (centres undefined)	-9	0	?	7	0%	-3%	1	-0.3%	0
38	CCc1ccc(Cc2cnc(NC(=O)c3ccc4c(c3)CC(c3ccccc3)OC4=O)s2)cc1 (centres undefined)	-3	-2	-8%	-2	5%	-4%	3	-1.0%	-2
39	COc1cc(OC)cc(C(=O)NC(C(=O)NNC(=O)c2cc(Cl)ccc2OC)C(C)C)c1 (centres undefined)	6	1	-3%	5	0%	-4%	5	1.6%	-5
40	CNC(=O)C(=O)Nc1ccc2c(c1)N(S(=O)(=O)c1cccs1)CCC2	-5	2	8%	9	-4%	-3%	1	-0.2%	2
41	Cc1cccc(C)c1OCC(=O)OCC(=O)Nc1ccc(Cl)cn1	-4	-4	1%	3	2%	-2%	5	1.1%	.
42	COc1cccc(-c2cc(C(=O)N/N=C/c3ccc(OC)c(COC(C)=O)c3)c3ccccc3n2)c1	-3	.	0%	.	-2%	2%	.	0.9%	.
43	COc1cccc(-n2nc3c(=S)[nH]nc(C)c3c2C)c1	.	7	-1%	15	1%	-3%	2	27%	-6
44	CC(C)c1ccc(NS(=O)(=O)c2ccc3[nH]cc(C(=O)NCCc4ccccc4)c(=O)c3c2)cc1	-3	-3	-2%	-2	6%	-2%	1	0.3%	8
45	O=C(O)CC(NC(=O)OCc1ccccc1)c1ccc(Br)cc1 (centres undefined)	-1	-18	-1%	.	-1%	-10%	-1	-0.4%	3
46	NS(=O)(=O)c1ccc(NC(=S)NCc2ccc3c(c2)OCO3)cc1	-7	-6	1%	0	0%	5%	1	-1.6%	-4

These rows are one share of the data (hit frequency here may not be typical).
